# GlmU inhibition = inhibition of mycobacterial GlmU enzyme – biochemical, glucosamine-1-phosphate acetyltransferase (AID 1376); M. tuberculosis GlmU acetyltransferase enzyme assay; higher % means a stronger effect; inhibition, %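 (tested at 30 µM in the primary screen)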, or IC50 in µM where a hit was titrated; actives 0.25% (n = 220,000); in the data active means inhibition above about 13%; inconclusive means no clear call, values can overlap the other calls;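 further: 0% = complete reaction with vehicle and 100% = reaction without substrate; strong numbers were not always called active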
# Mtb RmlCD inh = inhibitors of Mycobacterium tuberculosis RmlC and RmlD coupled enzymes; P9WH09+P9WH11; RmlC+RmlD coupled enzyme assay, percent inhibition; primary screen in compound mixtures; inhibition, % at 3.6 µM; actives 0.03% (n = 160,000); AID 1533; in the data active means inhibition mostly above about 34%, no sharp cut-off; inconclusive means no clear call, values can overlap the other calls; inactive means mostly below about 22%; further: some results filed as inactive read as strong as hits
# Target sequence (P9WH09 whole entry, looked up): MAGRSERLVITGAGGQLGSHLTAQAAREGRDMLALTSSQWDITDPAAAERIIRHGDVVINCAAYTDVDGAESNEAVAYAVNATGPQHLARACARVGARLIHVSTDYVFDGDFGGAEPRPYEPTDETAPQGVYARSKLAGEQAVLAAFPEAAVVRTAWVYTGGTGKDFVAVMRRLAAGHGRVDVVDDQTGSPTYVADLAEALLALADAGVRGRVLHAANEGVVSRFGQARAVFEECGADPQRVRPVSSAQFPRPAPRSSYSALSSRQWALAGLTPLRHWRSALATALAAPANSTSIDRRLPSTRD
# Target sequence (P9WH11 whole entry, looked up): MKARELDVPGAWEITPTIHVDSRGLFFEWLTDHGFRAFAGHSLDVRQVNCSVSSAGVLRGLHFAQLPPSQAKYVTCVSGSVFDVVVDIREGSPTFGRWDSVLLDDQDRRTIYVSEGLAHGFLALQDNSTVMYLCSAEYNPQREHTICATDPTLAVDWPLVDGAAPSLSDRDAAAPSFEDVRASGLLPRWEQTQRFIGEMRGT
# * hit, by the source's call; ? = inconclusive; . = no result given; & = joins results of further samples. This is a subset (hit frequency here may not be typical).
no.	Structure	GlmU inhibition	Mtb RmlCD inh
1	O=C(O)CC(NC(=O)C12CC3CC(CC(C3)C1)C2)c1ccc2c(c1)OCO2 (stereo not given)	1.2%	.
2	CCCCCCCn1c(C)nnc1-c1cnn(C)c1N	4.0%	7
3	COc1ccc(C[C@H]2CN3C(=NC[C@@H]3Cc3ccc(O)cc3)N2CCNC(=O)c2ccc(C)c(Br)c2)cc1	-12%	.
4	CC12/C(=N/O)C3C4CC5C3/C(=N/O)C1C5C42 (stereo not given)	-1.7%	.
5	CCCc1nnc(NC(=O)Cn2c(=O)oc3ccccc32)s1	.	14
6	CN(C)NC1CCS(=O)(=O)C1 (stereo not given)	-1.2%	3
7	COc1cc(OC)cc(C(=O)NCCC(=O)NCCc2ccc(OC)c(OC)c2)c1	1.0%	-7
8	CN1CCN(CC(=O)Nc2cc(N3CCOCC3)ccc2[N+](=O)[O-])CC1	2.9%	0
9	CCc1ccc(C(=O)CN2C(=O)NC(C)(CCc3ccccc3)C2=O)cc1 (stereo not given)	5.0%	5
10	O=C(/C=C/c1ccccc1)Nc1ccc(C(=O)N2CCCCC2)cc1	4.0%	3
11	Cc1ccc(NC(=O)CC2NCCNC2=O)cc1Cl (stereo not given)	-0.6%	-14
12	COc1ccc(C(=O)CN2C(=O)c3ccccc3S2(=O)=O)cc1	-1.4%	-11
13	CCOC(=O)c1c(NC(=O)CSc2nncs2)sc(C)c1C	-0.9%	-3
14	COc1cc(C(=O)Nc2ccc3c(c2)OCO3)ccc1-n1cnnn1	3.3%	6
15	O=C(NNC1CC(=O)N(c2ccccc2)C1=O)c1ccc(COc2ccccc2Cl)o1 (stereo not given)	-5.0%	.
16	Cc1noc(C)c1CSc1nnc(-c2ccccc2)n1Cc1ccco1	-0.3%	13
17	CCOC(=O)c1sc(-c2ccccc2)cc1NC(=O)c1ccc(S(=O)(=O)N(CCOC)CCOC)cc1	8.8%	4
18	COc1ccccc1NC(=O)CSc1nc2ccccc2c(=O)n1CCNC(C)=O	-1.4%	.
19	COc1cccc(-c2nnn(CCC(=O)O)n2)c1	0.9%	5
20	C/C(=N\Nc1ncc(Cl)cc1Cl)c1ccccn1	-3.2%	7
21	CC1(C)COC(Cn2c3ccccc3c3ccccc32)O1 (stereo not given)	2.0%	-4
22	O=C(NC(=O)c1ccccc1)OCCN1C(=O)c2ccccc2C1=O	-7.2%	-14
23	O=C(c1ccccc1)N1CCC(O)(c2ccc3c(c2)OCO3)CC1	-2.9%	.
24	O=C(Nc1cccc2c1C(=O)NC2=O)c1cccnc1Cl	-3.4%	9
25	O=C(c1ccco1)N1CCN(S(=O)(=O)/C=C/c2ccccc2)CC1	-4.8%	9
26	CCc1ccc2c(c1)C(c1ccncc1)=NNC(c1ccccc1)=N2	-3.6%	-3
27	COc1ccccc1NC(=S)NCCc1ccc(S(N)(=O)=O)cc1	3.4%	-5
28	O=C(Nc1cc(C(F)(F)F)ccc1Cl)C(Sc1n[nH]c(=O)[nH]c1=O)c1ccccc1 (stereo not given)	6.2%	26
29	O=C(N/C(=C/c1ccc(Br)cc1)c1nc2ccccc2[nH]1)c1ccco1	4.0%	-3
30	O=c1c2ccccc2nc(/C=C\c2ccccc2[N+](=O)[O-])n1-c1ccccc1O	2.7%	.
31	CC1CCc2c(nc3ncnn3c2N2CCN(c3ccccc3F)CC2)C1 (stereo not given)	-2.5%	.
32	CCN(CC)CCN1C(=O)C(=O)/C(=C(/O)c2ccc(C)cc2)C1c1cccnc1 (stereo not given)	4.9%	.
33	CSc1cccc(NC(=O)CCNC(=O)c2ccco2)c1	-0.5%	-6
34	COc1cc(C(=O)OCC(=O)N2CCCCC2C)ccc1OCc1c(C)noc1C (stereo not given)	-1.4%	-2
35	O=C(Nc1ccccn1)c1csc2c1CCCC2	-6.5%	-5
36	Cc1cc(NC(=O)c2c(-c3c(F)cccc3Cl)noc2C)no1	2.7%	2
37	CC(C)CC(C(=O)NC(C)(C)C)N(Cc1cccs1)C(=O)c1snc(C(N)=O)c1N (stereo not given)	-3.9%	-7
38	C=CCn1c(SCC)nc2sc3c(c2c1=O)CCc1ccccc1-3	-4.1%	.
39	COc1ccc(O)c(/C=N/NC(=O)c2c(C)nnn2-c2nonc2N)c1	-0.7%	-5
40	NS(=O)(=O)c1cc(C(=O)OCC(=O)c2ccc3c(c2)OCCO3)ccc1Cl	-2.7%	0
41	CCc1ccc(OCc2ccc(C(=O)NCc3ccccn3)o2)cc1	-4.9%	14
42	O=C(CC(C(=O)N1CCc2ccccc21)n1ccnc1)N1CCc2ccccc2C1 (stereo not given)	.	2
43	CC[N+]12CCC(CC1)C(=C(c1ccccc1)c1ccccc1)C2	-3.2%	5
44	CN(C)/C=N/c1nc(-c2ccc3c(c2)OCO3)cs1	-4.9%	9
45	Cc1ccc(CNC(=O)CCS(=O)(=O)c2cccc3nonc23)cc1	2.5%	-6
46	CCNc1c([N+](=O)[O-])c(=O)oc2ccccc12	5.8%	3
47	CC12CCC(=O)N1C(C(=O)OCC(=O)Nc1sccc1C#N)CS2 (stereo not given)	6.0%	10
48	CCC/C(O)=C1\C(=O)CC(C)(C)CC1=NCc1ccccc1	2.7%	1
49	Cc1nn(Cc2ccccc2)c(C)c1NC(=O)CSc1nnc(-c2cc(Cl)ccc2O)n1C	1.1%	7
50	COC(=O)C1CC(Cl)CN1c1ncc(C(F)(F)F)cc1Cl (stereo not given)	-1.6%	11
51	COc1ccc(C(=O)NC(C(=O)NCc2ccccc2OC)C(C)C)cc1 (stereo not given)	-6.0%	-7
52	CCOC(=O)Cc1csc(NC(=O)c2ccc(C)cc2)n1	0.0%	9
53	CCOC(=O)N1CCC(NC(=O)CS(=O)(=O)Cc2nc(-c3cccc(OC)c3)oc2C)CC1	6.5%&-4.4%	-2
54	O=[N+]([O-])c1ccc(COc2cccc(CNc3ccc(Br)cc3)c2)cc1	-4.5%	11
55	CCCCc1nc(NCCN2CCOCC2)c(C#N)c2c1COC(C)(C)C2	7.8%	10
56	CCN1C(=O)CSc2ccc(C(=O)NCc3ccccc3OC)cc21	-2.0%	-7
57	CC(=NCc1cccc(Cl)c1)c1nc(-c2ccco2)oc1O	1.7%	-13
58	Cc1nc2ccc(NC(=O)N3CCSCC3)cc2s1	-5.2%	.
59	COc1cc(-c2n[nH]c(=S)n2-c2cccc(C(F)(F)F)c2)cc(OC)c1OC	5.2%	-12
60	CS(=O)(=O)N(CC(=O)N1CCc2ccccc2C1)Cc1ccc(Cl)cc1	0.7%	25

# Other entries follow:
no.	Structure	GlmU inhibition	Mtb RmlCD inh
61	CCN1CCN(/C=N/c2nc3c(s2)CCCC3)CC1	-1.7%	4
62	CCN1C(=O)C(O)(CC(=O)c2c(C)coc2C)c2ccccc21 (stereo not given)	6.0%	.
63	Clc1ccccc1C1=Nn2c(nnc2-c2ccco2)SC1	15%	-2
64	Cc1nc2sc(C(c3ccccc3)N3CCN(C)CC3)c(O)n2n1 (stereo not given)	0.4%	.
65	Cc1ccc(N=C2NC(=O)CS2)cc1	6.0%	-18
66	Cc1cc2cc(CNC(=O)c3ccc(S(=O)(=O)N4CCCC4)cc3)ccc2n1C	3.4%	-7
67	O=C(NC(=S)Nc1ccc(NC(=O)c2ccco2)cc1)c1ccccc1	7.5%	-7
68	N#Cc1c(SCC(=O)N2CCOCC2)nsc1SCC(=O)N1CCOCC1	-1.2%	.
69	CCOC(=O)c1cn(Cc2ccc(C)cc2)nn1	5.6%	.
70	CC(Sc1nnnn1C)C(=O)Nc1ccccc1-c1ccccc1 (stereo not given)	3.4%	5
71	CC(C)C(=O)NN(C(=O)C(C)C)c1nc2ccccc2s1	4.5%	-14
72	N/C(=N\S(=O)(=O)c1cccs1)c1ccccc1	-0.3%	-8
73	Cc1nn(C(=O)c2c([N+](=O)[O-])cnn2C)c(C)c1Cl	1.5%	.
74	COc1ccc2c3c(cccc13)OCC2=O	0.2%	8
75	Cc1cc(C)cc(-n2cc(C(=O)O)c(=O)cc2C)c1	.	11
76	CCCNC(=O)c1ccc2c(c1)CCN2S(C)(=O)=O	-4.5%	3
77	Cc1ccc(CNC(=O)C2CC3Cn4c(nc5cc6ccccc6cc54)C3N2C)o1 (stereo not given)	1.6%	.
78	Cc1cccn2c(CN3CCCN(C=O)CC3)c(C(=O)N(C)CCc3ccccc3)nc12	-3.4%	-8
79	COc1cccc(NC(=O)c2cn(C)c(=O)c3cc(OC)c(OC)cc23)c1	6.4%	-8
80	CCOC(=S)NC(=O)c1sc2ccccc2c1Cl	-3.2%	.
81	Cc1c(Cl)cccc1NC(=O)C(=O)NNC(=O)c1ccccc1F	-0.9%	-6
82	O=C(N/N=C/c1cc(Cl)cc(Cl)c1O)c1ccncc1	-0.1%	5
83	Cc1ccc2oc(=O)c(/C=C(\O)CC(C)C)nc2c1	-4.2%	12
84	Cc1c(Cl)cccc1NC(=O)Cn1c(-c2ccc(F)cc2)noc1=O	0.8%	2
85	O=S(=O)(NCc1cccs1)c1cccc2cccnc12	-3.4%	-2
86	COc1ccc(OCCSc2nnc(-c3ccccc3)n2N)cc1	2.2%	.
87	CCN(CC)C(=O)c1c[nH]c2ccc(S(=O)(=O)Nc3cc(C)cc(C)c3)cc2c1=O	.	10
88	Cc1ccc(CSc2nnc(-c3ccncc3)n2C)cc1	5.5%	-11
89	COc1ccc(NC2C=CS(=O)(=O)C2)c(OC)c1 (stereo not given)	0.6%	.
90	Cc1ccc(S(=O)(=O)N2CC(O)CC2C(=O)NCc2ccc3c(c2)OCO3)cc1 (stereo not given)	-2.2%	-1
91	CCOc1cccc(C(=O)Nc2cnn(Cc3ccccc3)c2)c1	-4.2%	8
92	Cn1c(/C=C/N(Cc2ccccc2)c2ccccc2)c([N+](=O)[O-])c(=O)n(C)c1=O	-5.5%	5
93	COC(=O)c1c(-c2ccc(C)cc2)csc1NC(=O)C1CC=CCC1C(=O)O (stereo not given)	3.0%	6
94	COc1cccc2cc(C(=O)N3CCc4ccccc43)c(=O)oc12	4.6%	.
95	COc1ccc(C2C(C(N)=O)=C(C)Nc3nc(-c4ccccc4)nn32)cc1OC (stereo not given)	3.5%	4
96	O=C(NCCc1nnc2ccc(NCc3ccc(Cl)cc3)nn12)c1ccccc1	1.1%	6
97	NC(=O)c1ccc(NC(=O)CSc2nnc(-c3ccccn3)n2N)cc1	5.0%	?
98	CN1CCN(C(=O)c2ccc3c(=O)n4c(nc3c2)CCCCC4)CC1	-0.6%	.
99	CCC(C)NC(=O)c1cn(-c2cccc(C)n2)cn1 (stereo not given)	0.1%	.
100	CCc1cccc(C)c1NC(=O)COC(=O)C(NS(=O)(=O)c1ccc(Cl)cc1)C(C)O (stereo not given)	0.4%	10

# Exported with values under each structure: 7 of the compounds above
# Values in the order: GlmU inhibition, Mtb RmlCD inh
95: COc1ccc(C2C(C(N)=O)=C(C)Nc3nc(-c4ccccc4)nn32)cc1OC (stereo not given)
  3.5%, 4
100: CCc1cccc(C)c1NC(=O)COC(=O)C(NS(=O)(=O)c1ccc(Cl)cc1)C(C)O (stereo not given)
  0.4%, 10
89: COc1ccc(NC2C=CS(=O)(=O)C2)c(OC)c1 (stereo not given)
  0.6%, .
93: COC(=O)c1c(-c2ccc(C)cc2)csc1NC(=O)C1CC=CCC1C(=O)O (stereo not given)
  3.0%, 6
82: O=C(N/N=C/c1cc(Cl)cc(Cl)c1O)c1ccncc1
  -0.1%, 5
91: CCOc1cccc(C(=O)Nc2cnn(Cc3ccccc3)c2)c1
  -4.2%, 8
87: CCN(CC)C(=O)c1c[nH]c2ccc(S(=O)(=O)Nc3cc(C)cc(C)c3)cc2c1=O
  ., 10

# Following part:
no.	Structure	GlmU inhibition	Mtb RmlCD inh
101	Cc1ccc(-c2cccc(CN3CCN(C4CCN(C(C)C)CC4)C(CCO)C3)c2)o1 (stereo not given)	0.2%	-4
102	CC(C)CNC(=O)c1ccc(C2SCC(=O)N2Cc2ccccc2)cc1 (stereo not given)	3.7%	-12
103	CC1(C)CC(NC(=O)C(Cl)(Cl)Cl)CC(C)(C)N1	6.0%	-2
104	COc1ccc2c(c1OC)C(=O)N1c3cccc(Cl)c3C(=O)OC21 (stereo not given)	0.5%	5
105	O=C(CC1CCCCC1)NCCCN1CCOCC1	2.4%	.
106	Cc1cccc(OC(=O)c2ccncc2)c1C	-4.6%	7
107	NC(=S)NNC(=O)COc1ccccc1O	-0.5%	-11
108	Cn1c(=O)c(S(=O)(=O)C(C)(C)C)c(O)c2ccccc21	3.0%	4
109	CCOc1ncccc1C(=O)OCc1ccccc1	3.0%	-12
110	CCN1CCN(c2cc(C)c3cc(NC(=S)N4CCCC4)ccc3n2)CC1	0.2%	2
111	CCCCn1c(=N)n(CC(=O)O)c2ccccc21	7.1%	.
112	Cn1nc(-c2ccc(Cl)cc2)cc1NC(=O)CSCC(=O)O	-4.8%	2
113	CCOCC(=O)Nc1ccc(S(=O)(=O)Nc2ncccn2)cc1	-5.0%	.
114	CCCCCn1ccc(=N)cc1	0.8%	.
115	Cc1c(C(=O)Nc2ccc3c(c2)OCO3)sc2nc(-c3ccccc3)cn12	9.4%	.
116	c1ccc(CCn2nnnc2CN2CCCc3ccccc32)cc1	-3.5%	9
117	CCOC(=O)COc1ccc(S(=O)(=O)N2CCN(C(=O)OCC)CC2)cc1	-1.4%	-8
118	CCOc1cc(S(=O)(=O)NCc2cccs2)ccc1Cl	-4.2%	-4

# Molecules shown so far that have bromine (3):
no.	Structure	GlmU inhibition	Mtb RmlCD inh
3	COc1ccc(C[C@H]2CN3C(=NC[C@@H]3Cc3ccc(O)cc3)N2CCNC(=O)c2ccc(C)c(Br)c2)cc1	-12%	.
29	O=C(N/C(=C/c1ccc(Br)cc1)c1nc2ccccc2[nH]1)c1ccco1	4.0%	-3
54	O=[N+]([O-])c1ccc(COc2cccc(CNc3ccc(Br)cc3)c2)cc1	-4.5%	11

# Screens from PubChem BioAssay.
